LANA DNA inh: inhibitors of KSHV C-LANA binding to DNA, primary screen, biochemical, fluorescence polarization, FAM-LBS DNA, MBP-C-LANA, single point | Kaposi's sarcoma herpesvirus LANA C-terminal domain (residues 932-1162) DNA binding | inhibition, % at 9 µM | 340,000 compounds, 0.078% hits | AID 504423, 2011;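 active means highest replicate inhibition at or above 60% at 9 µM, even if other replicates fall short; inactive means all replicates below 60% inhibition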;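 further: 0% = neutral control wells and 100% = 4 µM acridine orange control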
CDK5 inh: inhibitors of human CDK5/p35 kinase, primary screen, biochemical, single concentration; Cyclin-dependent kinase 5 (Homo sapiens) + Cyclin-dependent kinase 5 activator 1 (Homo …; Recombinant CDK5/p35, ADP-Glo luminescence, 60 min; inhibition, % at 10 µM; 330,000 compounds, 0.01% hits; AID 488839, 2010;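 active means highest replicate inhibition of at least 50% and at least 75% of replicates reaching 50%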;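 further: plate controls were DMSO neutral control for no effect and GW8510 at 10 µM for full effect; many of its hits are not listed in these tables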
Target sequence (Q00535 whole entry, looked up): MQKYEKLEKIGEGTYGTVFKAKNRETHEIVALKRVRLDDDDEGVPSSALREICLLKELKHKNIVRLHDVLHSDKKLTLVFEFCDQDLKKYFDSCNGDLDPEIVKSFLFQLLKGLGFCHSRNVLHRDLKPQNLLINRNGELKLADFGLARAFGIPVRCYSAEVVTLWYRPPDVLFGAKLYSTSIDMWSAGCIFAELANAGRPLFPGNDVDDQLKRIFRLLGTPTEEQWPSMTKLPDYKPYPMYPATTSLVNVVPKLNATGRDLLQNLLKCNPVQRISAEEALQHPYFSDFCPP
Target sequence (Q15078 whole entry, looked up): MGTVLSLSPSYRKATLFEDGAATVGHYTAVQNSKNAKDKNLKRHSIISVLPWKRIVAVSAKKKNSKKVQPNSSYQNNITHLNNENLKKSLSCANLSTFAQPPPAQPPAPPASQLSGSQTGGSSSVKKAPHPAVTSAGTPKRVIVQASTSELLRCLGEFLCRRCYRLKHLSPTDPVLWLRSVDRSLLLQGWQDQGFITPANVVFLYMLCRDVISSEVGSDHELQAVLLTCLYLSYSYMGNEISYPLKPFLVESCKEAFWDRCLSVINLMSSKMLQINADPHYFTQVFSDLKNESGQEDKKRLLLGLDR
dFosB activator: activators of delta FosB homodimer, primary screen, biochemical, fluorescence polarization, TAMRA-CDK5 oligo, single point. Protein FosB (Mus musculus), P13346. purified delta FosB; percent of positive-control signal above neutral wells. activation, % at 25 µM. 340,000 compounds, 0.99% hits. AID 493131, 2011;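 active means mean activation above about 17%, with every replicate also reaching it, limit read from the data, passing the limit was not always enough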;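 further: fluorescence polarization rise as delta FosB binds a TAMRA Cdk5 AP-1 oligo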
Target sequence (P13346 whole entry, looked up): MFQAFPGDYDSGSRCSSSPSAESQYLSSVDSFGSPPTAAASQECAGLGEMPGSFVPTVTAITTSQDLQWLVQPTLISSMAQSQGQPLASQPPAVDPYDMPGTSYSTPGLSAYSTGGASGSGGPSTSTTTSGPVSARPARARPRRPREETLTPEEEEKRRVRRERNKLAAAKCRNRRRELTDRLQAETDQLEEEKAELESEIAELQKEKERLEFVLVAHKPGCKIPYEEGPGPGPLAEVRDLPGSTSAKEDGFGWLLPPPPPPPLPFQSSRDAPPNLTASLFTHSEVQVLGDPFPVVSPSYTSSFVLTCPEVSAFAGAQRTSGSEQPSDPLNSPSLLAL
Keap1-Nrf2 PPI: Keap1-Nrf2 protein-protein interaction inhibitors, primary screen, biochemical, fluorescence polarization, single point. Kelch-like ECH-associated protein 1 (Homo sapiens), Q14145. Keap1 Kelch-Nrf2 peptide fluorescence polarization, 1536-well. inhibition, % at 9.4 µM. 340,000 compounds, 0.15% hits. AID 504523, 2011; in the data active means inhibition above about 12%;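 further: human Keap1 Kelch domain with fluorescein labeled Nrf2 9mer peptide probe; 0% = neutral control wells and 100% = peptide positive control; higher means more block of Keap1 binding to Nrf2 peptide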
Rtt109 HAT inh: inhibitors of C. albicans Rtt109/Vps75 HAT, primary screen, biochemical, ThioGlo CoA-SH fluorescence, plate reader; Histone acetyltransferase RTT109 (Candida albicans (strain SC5314 / ATCC MYA-2876)), …; purified Rtt109/Vps75, 4 h; inhibition, % at 34.9 µM; 330,000 compounds, 0.16% hits;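 active means inhibition of at least 50% in every replicate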
PfHsp90 yeast 2: growth inhibition of PfHsp90-expressing yeast, primary screen, antimalarial PfHsp90 inhibitor project, S. cerevisiae, BacTiter-Glo luminescence, single point, set 2; inhibition, % at 9.4 µM; 310,000 compounds, 0.32% hits; BacTiter-Glo ATP, 48 h; yeast lacking PDR1 and PDR3 efflux regulators;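 active means every replicate shows inhibition above about 80%, whatever the replicate mean, limit read from the data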;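 further: 0% = DMSO neutral controls and 100% = 20 µM radicicol positive controls; yeast relying on Plasmodium falciparum Hsp90 in place of its own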
cardiac RTF act: cardiac RTF calcium sensitivity activators, primary screen, biochemical, IANBD-TnC fluorescence, EC20 calcium; Troponin I, cardiac muscle (Homo sapiens) + Troponin T, cardiac muscle (Homo sapiens) + …; IANBD-labeled TnC RTF fluorescence at EC20 calcium; 0% EC20 calcium, 100% full calcium; activation, % at 7.2 µM; 340,000 compounds, 0.24% hits; AID 493008, 2010;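 active means activation above the mean over all tested compounds plus 3 SD, cut at about 30% in these data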;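 further: rise in fluorescence read as greater calcium sensitivity of cardiac thin filaments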
PvdQ acylase: P. aeruginosa PvdQ acylase inhibitors, primary screen, biochemical, fluorescence, plate reader and imaging, single point | AID 488965, 2010 | purified PvdQ acylase | PvdQ acylase [Pseudomonas aeruginosa LESB58] | inhibition, % at 10 µM | 340,000 compounds, 0.063% hits; in the data active means inhibition above about 30%, passing the limit was not always enough;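 further: 0% = vehicle neutral wells and 100% = reference inhibitor wells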
NSD2 inh: NSD2 histone methyltransferase inhibitors, primary screen, biochemical, AlphaScreen, single concentration, set 2; NSD2 peptide methylation, 120 min; 310,000 compounds, 0.54% hits; Histone-lysine N-methyltransferase NSD2 (Homo sapiens), O96028; AID 743445, 2014; inhibition, % at 12.5 µM; in the data active means inhibition above about 50%
Cardiac RTF inh: cardiac RTF calcium sensitivity inhibitors, primary screen, biochemical, IANBD-TnC fluorescence, EC70 calcium; 340,000 compounds, 0.12% hits; inhibition, % at 7.15 µM; IANBD-labeled cardiac RTF, Ca2+ fluorescence;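 active means inhibition above the mean inhibition of all tested compounds plus 3 SD, cut at about 17% in these data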;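 further: assay run at fixed EC70 calcium of 1.6 mM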
Mot1-301 SUMO: yeast Mot1-301 growth rescue at high temperature, primary screen, SUMOylation pathway inhibitor project, S. cerevisiae, ATP luminescence, 38.5C. S. cerevisiae Mot1-301 growth rescue; percent above DMSO median, 100 means doubled. growth rescue, % at 18.8 µM. 320,000 compounds, 1% hits. AID 2716, 2010;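 active means every valid replicate shows activation above 250% relative to neutral control wells; inactive means the rest, any valid replicate at or below 250%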;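 further: OY570 slx delta 5 strain wells were the positive control but not used for scaling; some compounds called inactive have numbers as strong as hits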
An asterisk follows results filed as active; · = no result given.

SMILES	LANA DNA inh	CDK5 inh	dFosB activator	Keap1-Nrf2 PPI	Rtt109 HAT inh	PfHsp90 yeast 2	cardiac RTF act	PvdQ acylase	NSD2 inh	Cardiac RTF inh	Mot1-301 SUMO
O=C(NC(=S)NC1CCS(=O)(=O)C1)c1cccc([N+](=O)[O-])c1 (configuration not stated)	-1.1	-1.6	-9.6	-3.7	-12.4	4.2	-0.4	-17.4	-3.0	-4.1	-18.7
Fc1ccccc1NC(=S)N/N=C/c1ccccc1Br	0.9	1.7	-7.6	-3.3	2.1	12.1	0.8	-9.5	0.5	-5.5	4.6
COc1ccc(NS(=O)(=O)c2cccc(C(=O)NCC(c3ccccc3)N(C)C)c2)cc1 (configuration not stated)	-0.3	-1.2	-11.2	2.1	-1.9	-10.9	1.1	-2.2	1.8	-10.9	0.1
CNC(=O)/C(C#N)=C/c1c(N2CCN(c3cccc(Cl)c3)CC2)nc2c(C)cccn2c1=O	1.1	3.8	-6.8	0.2	1.1	-4.9	-1.7	5.8	12.8	-4.5	8.0
C=CCn1c(=O)c(C(=O)NCCN(CC)CC)c(O)c2ccccc21	1.5	-3.3	-4.0	-2.7	-4.3	19.6	2.3	-19.6	3.6	1.1	-21.6
CCOC(=O)N1CCC(N(CCOC)C(=S)Nc2cccc(SC)c2)CC1	1.2	1.3	-7.2	-1.9	2.5	·	-0.1	6.5	28.8	-0.9	-1.9
CCN1CCN(C(=O)CSc2cc(=O)n(CC)c3ccccc23)CC1	-0.6	-0.9	1.5	-3.0	·	17.3	1.6	-14.7	2.3	5.0	-8.2
CC(=O)OCCCCON1C(=O)c2ccccc2C1=O	-2.1	0.7	-7.1	-4.9	3.4	-13.1	0.5	-19.0	-2.7	1.1	9.5
CN(CC(=O)NCC1CCCCC1)S(=O)(=O)c1ccc(Cl)cc1	1.4	0.3	-5.2	-1.8	6.1	-15.9	-0.1	-14.6	-5.7	-0.8	2.8
CC1=C(C(=O)Nc2cccc(C(=O)NC(C)C)c2)SCCO1	-1.2	-0.5	-1.6	-3.3	-2.0	-4.8	-0.1	-18.2	-0.3	-11.2	29.7
Cc1nnc(SCCC(=O)Nc2ccccc2Cl)o1	1.1	1.3	-5.3	-4.4	3.3	-6.1	8.8	-15.4	-2.0	-6.8	7.8
O=C(O)c1ccccc1NC(=S)NC(NC(=O)c1ccccc1[N+](=O)[O-])C(Cl)(Cl)Cl (configuration not stated)	-1.0	2.0	-4.1	-0.6	6.9	-20.2	-1.9	-3.6	2.3	3.6	-13.6
COc1ccc(C(=O)NC(=S)Nc2ccccc2N2CCOCC2)cc1[N+](=O)[O-]	2.9	0.4	-2.5	-1.3	6.3	-5.5	0.0	0.3	1.9	-3.7	-0.4
N#Cc1ccc(COC(=O)c2ccc(N3CCCC3)c([N+](=O)[O-])c2)cc1	1.9	2.0	5.0	-4.8	18.3	-7.8	-4.4	1.8	1.9	6.6	-17.6
O=C1OCCN1C(=O)[C@H]1[C@H](c2ccc([N+](=O)[O-])cc2)C(c2ccc(F)cc2)=NN1c1ccc(Br)cc1	-0.2	4.3	-8.7	-2.8	-2.0	8.7	1.1	3.3	·	-2.4	·
CCOc1ccc(N2CC(C(=O)NCc3ccccc3)CC2=O)cc1 (configuration not stated)	-2.1	-1.5	-5.4	-3.2	1.9	-17.7	1.6	-8.1	0.0	-2.0	-7.0
C[C@H](CO)N1C[C@H](C)[C@@H](CN(C)Cc2ccc(Cl)c(Cl)c2)Oc2ccc(NC(=O)Cn3cnnn3)cc2C1=O	1.7	1.7	6.4	-2.6	9.9	6.0	2.3	7.7	·	7.5	6.9
CCCn1nnnc1NCc1ccc(C(C)C)cc1	-0.8	-3.0	-8.7	-1.8	-2.9	-12.9	3.5	-7.6	-0.5	-1.1	-13.5
O=C(CSc1nc(-c2ccccc2)c(-c2ccccc2)o1)Nc1nncs1	3.1	1.4	-3.6	-0.9	4.0	-3.9	-4.9	8.7	1.0	-1.9	11.0
Cc1cc(C)cc(OCc2ccc(C(=O)NC3CCOC3=O)o2)c1 (configuration not stated)	1.8	-2.1	-5.9	-4.7	-1.0	-6.6	2.5	-14.7	-3.2	-10.7	26.4
Brc1ccccc1-n1nnc(-c2ccnc3ccccc23)n1	5.8	0.7	-7.4	-1.1	-3.1	-0.9	-4.7	5.8	·	-2.7	-4.6
COc1cc(CNCCNC(=O)c2cccs2)cc(OC)c1OC	-1.6	1.6	-1.6	1.7	-2.7	11.0	2.8	-7.0	-4.0	-13.1	-17.3
COc1cccc(/C=C/C(=O)OCC(=O)N2CCN(c3ccccc3)CC2)c1	0.4	-2.4	-3.3	-5.6	-10.5	-2.6	-3.9	2.0	-1.6	8.1	8.0
CCCc1[nH]nc2c1C(c1cccc(OC)c1)C(C#N)=C(N)O2 (configuration not stated)	1.2	1.3	-4.1	2.8	-0.7	3.7	-3.8	-3.1	5.5	-9.9	-8.8
CC(=O)C(Sc1ccc2nnc(-c3cccnc3)n2n1)C(C)=O	-0.2	-1.8	2.3	-1.9	0.5	3.0	-3.9	-6.2	-0.7	-2.6	-3.7
SMILES	LANA DNA inh	CDK5 inh	dFosB activator	Keap1-Nrf2 PPI	Rtt109 HAT inh	PfHsp90 yeast 2	cardiac RTF act	PvdQ acylase	NSD2 inh	Cardiac RTF inh	Mot1-301 SUMO
C=CCNC(=O)C1CC(=O)N(c2ccc(Br)cc2)C1 (configuration not stated)	0.4	0.2	-0.9	-6.6	-4.3	14.1	-1.6	-4.7	1.3	-13.8	13.0
COc1ccccc1N(CC(=O)NC1CCCCC1)S(=O)(=O)c1cccs1	-0.9	-0.6	-2.2	1.9	-2.8	-12.2	-1.2	-3.0	0.9	3.4	-8.9
CCCCCOC(=O)C1=C(C)Nc2nnnn2C1c1ccc(OC)c(OC)c1OC (configuration not stated)	-0.4	0.3	-19.4	-1.8	11.1	-4.7	-4.0	-12.9	5.1	-5.6	-13.0
Cn1c(COc2ccccc2)nnc1SCC(=O)c1cccc([N+](=O)[O-])c1	0.0	0.8	-4.9	5.9	0.7	6.7	2.3	-1.3	-0.3	-5.6	-17.3
Cc1ccc(-n2c([S-])c(C(=O)Nc3ccc(OC(F)F)cc3)[n+]3ccc(C(=O)NCCO)cc23)cc1C	0.6	0.4	-12.6	-3.5	-3.6	-27.2	5.2	-11.4	2.0	-8.5	5.1
CC(C)c1ccc(CN2CCSCC2)cc1	-1.3	-0.1	5.3	-1.0	-2.2	12.1	-1.5	2.5	7.7	-2.9	42.1
CC(C)n1nnnc1SCC(=O)Nc1ccc2c(c1)OCO2	-0.8	-0.5	-0.9	-1.5	-14.4	-10.7	3.9	-9.0	-0.4	-18.2	-8.1
Cc1cccc(NC(=O)CN2C(=O)N/C(=C/c3ccc(C)s3)C2=O)c1	-0.2	-1.7	31.0*	-6.9	·	-35.3	21.2	1.2	-3.9	-15.3	38.5
CC(=O)N1CCC(N2CCN(Cc3ccc(C)cc3)C(CCO)C2)CC1 (configuration not stated)	-0.6	0.4	-1.7	-0.4	-8.5	27.1	-1.1	-5.9	3.4	-2.4	3.4
Cc1nc2cc(C(=O)NCc3cccnc3)ccc2n1-c1ccc(F)cc1F	0.5	-0.9	-0.4	-5.1	·	-0.8	-3.6	2.7	50.4*	-13.9	-11.9
COc1ccc(S(=O)(=O)N2CCCC(C(=O)N3CCOCC3)C2)cc1OC (configuration not stated)	0.5	0.5	-0.2	-2.7	-0.9	-20.4	2.2	-10.1	-10.5	-12.7	-11.3
O=C(c1ccc(S(=O)(=O)N2CCOCC2)cc1)N1CCCc2ccccc21	0.1	0.7	-3.4	5.0	-7.8	9.9	-3.8	5.2	-0.4	3.5	13.9
O=C(COC(=O)c1ccc(S(=O)(=O)N2CCCC2)cc1)NCc1ccco1	1.7	-2.0	-11.0	-0.9	7.0	-15.6	15.7	-18.6	·	-4.0	-35.0
COC(=O)CCNC(=O)c1ccc2nc(Cc3ccc(OC)c(OC)c3)oc2c1	-0.1	-3.8	-0.1	2.4	-1.0	18.8	-3.6	-1.0	-1.0	5.5	4.3
O=C(O)c1ccccc1Nc1ccccc1	0.1	-1.4	-0.7	1.8	6.0	14.6	-3.7	-4.2	·	-2.0	-4.4
CC1(C)OC(=O)N(c2ccccc2)C12C=Cc1cc(Br)ccc1O2 (configuration not stated)	0.2	-2.2	-5.2	-2.2	53.4*	-23.2	-2.7	5.2	1.6	4.2	-19.0
Cc1cc2nncn2c2ccccc12	0.5	1.4	-7.5	-1.2	-2.2	-0.3	-2.5	-11.8	0.5	-0.4	56.5
Cc1ccnc(NC(=O)CCC2COc3ccccc3O2)c1 (configuration not stated)	2.8	-0.5	-2.9	-2.3	26.2	-0.1	-3.4	7.7	0.7	-1.6	3.1
COC(=O)c1ccc(C2/C(=C(/O)c3ccc4c(c3)CC(C)O4)C(=O)C(=O)N2CCN2CCOCC2)cc1 (configuration not stated)	0.2	0.4	-5.5	-1.1	3.6	-5.7	0.1	-4.0	3.2	-8.6	9.1
COc1ccccc1C(c1nnnn1CC1CCCO1)N1CCN(c2ccccc2)CC1 (configuration not stated)	-1.6	4.1	-2.2	2.6	2.8	-2.0	-0.4	2.4	4.8	-16.8	15.0
CCN(CC)C(=O)Cn1c(=O)n(CCCCCC(=O)Nc2ccccc2)c(=O)c2sccc21	0.0	0.5	-3.8	-2.8	3.6	-73.6	10.8	-16.6	-1.9	-9.4	3.0
COc1ccc(/C(CC2(O)C(=O)Nc3ccccc32)=N\O)cc1 (configuration not stated)	0.8	-1.2	2.2	-3.3	2.6	-16.4	0.7	-15.6	-6.9	6.7	-1.5

Single entries from above:
Reading for O=C(COC(=O)c1ccc(S(=O)(=O)N2CCCC2)cc1)NCc1ccco1 under CDK5 inh: -2.0
Reading for Cc1nc2cc(C(=O)NCc3cccnc3)ccc2n1-c1ccc(F)cc1F under Mot1-301 SUMO: -11.9

Screening results (PubChem BioAssay)
